# Bioassay records from PubChem.
# PTHR1 ag: PTHR1 (human) receptor agonism | Q03431 | HEK293 GP2 PTHR1 cells, GloSensor cAMP luminescence, 1 h | Potency, µM (titrated, usually from 115 µM), for inactives: at the highest dose activation, usual class: activators | 0.075% of 410,000 active | AID 743266; note: potency is the fitted concentration of half-maximal effect; nearly all actives have a fitted effect of over 55% in size; some results filed as inactive show a strong effect at the top dose; inactives centre near -15; many of its hits are not listed in these tables
#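 HEK-293-derived GP2 cells expressing PTHR1 and a GloSensor cAMP reporter, 3,000/well, plated overnight, given luciferin plus IBMX (each 0.5 mM as added) for 1 h at 37 °C, then compound for 1 h at 37 °C. Luminescence was read after 15 min at room temperature.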
# PLK1 PBD inh: PLK1 (human) polo-box domain binding inhibition | P53350 | Potency, µM, inactives show max response, negative = inhibition, hits mostly inhibitors | Plk1 PBD binding of FITC phosphopeptide, fluorescence polarization | 2.8% of 360,000 active | AID 720504; note: potency is the fitted concentration of half-maximal effect; series mostly up to about 57 µM; % is set by controls: 0 for no effect and ±100 for the full control effect; nearly all actives have a fitted effect of over 65% in size
# Target sequence (P53350 whole entry, looked up, the tested form may be a part): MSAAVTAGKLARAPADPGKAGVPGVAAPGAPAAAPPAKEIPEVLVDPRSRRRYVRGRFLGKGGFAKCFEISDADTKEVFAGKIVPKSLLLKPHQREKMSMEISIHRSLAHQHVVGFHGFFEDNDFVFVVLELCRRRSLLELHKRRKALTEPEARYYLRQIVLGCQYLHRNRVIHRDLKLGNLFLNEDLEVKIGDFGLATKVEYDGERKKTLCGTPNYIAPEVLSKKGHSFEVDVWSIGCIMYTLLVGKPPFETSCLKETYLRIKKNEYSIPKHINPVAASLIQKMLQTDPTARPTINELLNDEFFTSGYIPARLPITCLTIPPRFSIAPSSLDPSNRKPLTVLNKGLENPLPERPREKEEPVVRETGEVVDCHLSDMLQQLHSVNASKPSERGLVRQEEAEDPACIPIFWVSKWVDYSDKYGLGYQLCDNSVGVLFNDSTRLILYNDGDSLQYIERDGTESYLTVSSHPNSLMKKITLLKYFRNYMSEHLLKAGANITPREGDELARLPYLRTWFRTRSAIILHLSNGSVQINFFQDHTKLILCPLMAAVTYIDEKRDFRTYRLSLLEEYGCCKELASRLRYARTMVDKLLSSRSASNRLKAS
# GLP1R inv ag: GLP-1 receptor (human) inverse agonism; P43220; HEK293 GLP-1R CRE-luciferase, luminescence, 24 h; GLP-1R form is constitutively active; Potency, µM (series often up to 38.3 µM), without a hit: top-dose activity change, negative = inhibition, actives largely listed as inhibitors; 1.6% of 410,000 active; note: potency is the fitted concentration of half-maximal effect; % is set by controls: 0 for no effect and ±100 for the full control effect; nearly all actives have a fitted effect of over 55% in size
#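 Assay principle: reduced luminescence from a cAMP-responsive reporter in HEK293 cells co-expressing a constitutively active GLP-1R. Conditions: 24 hr compound incubation, 37 deg C, 5% CO2.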
# PI5P4Ka inh: blocks human PI5P4K alpha kinase activity; P48426; PI5P4Kalpha enzyme, ADP-Glo luminescence, 60 min; active compounds read low; max response, %; 1.2% of 330,000 active; AID 652105; active = max response of -50% or lower; inconclusive = between -30% and -50%; inactive = -30% or higher; note: value at the top dose of about 77 µM; % is set by controls: 0 for no effect and ±100 for the full control effect
# Target sequence (P48426 whole entry, looked up): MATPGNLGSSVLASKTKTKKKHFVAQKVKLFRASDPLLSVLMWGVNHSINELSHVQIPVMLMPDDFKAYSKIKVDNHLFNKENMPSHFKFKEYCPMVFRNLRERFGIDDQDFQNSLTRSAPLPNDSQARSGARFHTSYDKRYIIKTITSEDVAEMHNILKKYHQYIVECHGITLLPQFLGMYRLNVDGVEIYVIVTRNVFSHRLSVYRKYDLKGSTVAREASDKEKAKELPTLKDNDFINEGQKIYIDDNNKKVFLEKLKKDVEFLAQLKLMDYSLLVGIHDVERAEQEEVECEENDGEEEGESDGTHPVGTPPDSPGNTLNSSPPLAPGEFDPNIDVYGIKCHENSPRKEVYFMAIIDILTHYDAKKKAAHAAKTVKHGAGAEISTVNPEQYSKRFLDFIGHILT
#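 Controls without substrate or without enzyme flank wells where PI5P4Kalpha converts substrate using 5 microM ATP (final). Incubation lasts 60 minutes at room temperature; ADP formed is read by ADP-Glo luminescence.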
# GLP-1R agonist: GLP-1 receptor (human) agonism. Potency, µM (highest dose often 45.6 µM), for the others: top-dose activation, hits mostly activators. P43220. HEK293 GLP-1R CRE-luciferase, luminescence, 4-6 h; cells express a hypersensitive GLP-1R form. 0.007% of 380,000 active; note: potency is the fitted concentration of half-maximal effect; % of control where 0% means no effect
# IL2 activator: IL-2 activation. IL-2 activation reporter assay, cell-based qHTS; stimulated with anti-CD3/CD4/CD28 beads; in transgenic mouse T cells. activation, % (series mostly up to about 46 µM). 0.065% of 360,000 active; in the data active = activation above about 50%; inconclusive = mostly about 30% to 49%; note: 0% is about no effect
#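 Quantitative HTS in unstimulated transgenic mouse T cells, with memory T cells as non-tolerant control and PMA/ionomycin as tolerance-bypass control. Compound pretreatment lasted 60 minutes before 18 h bead stimulation; EGFP/DsRed fluorescence read.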
# EPAC1 agonist: EPAC1 (human) agonism; EPAC1 agonist qHTS, biochemical assay; response scale: 100% = response to 6.5 mM cAMP; Potency, µM (titrated, usually from 154 µM), for the others: at the highest dose activation, most hits filed as activators; 0.073% of 360,000 active; O95398; note: potency is the fitted concentration of half-maximal effect; nearly all actives have a fitted effect of over 60% in size
#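 Compounds were pinned as a concentration titration into mixtures of EPAC1 (100 nM), BODIPY-GDP-loaded Rap1B (250 nM) and GDP (50 uM). After 5 min at room temperature, fluorescence was followed for 30 min; activity was scaled to 6.5 mM cAMP.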
# HEK293 tox: cytotoxicity counter-screen for GLP-1 receptor inverse agonists; Potency, µM (titrated, usually from 38.3 µM), for inactives: at the top dose activity change, negative = inhibition, usual class: inhibitors; 0.13% of 410,000 active; HEK293 cAMP-luciferase reporter cells, luminescence, 24 h; AID 624418;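 note: loss of luciferase light is scored as toxicity; potency is the fitted concentration of half-maximal effect; % is set by controls: 0 for no effect and ±100 for the full control effect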
#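 1536-well qHTS counterscreen of the MLSMR; 200 cells/uL, 12 h pre-incubation, 23 nL cpd, 24 h at 37 deg C 5% CO2, luciferase detection reagent, 12 min RT, luminescence. Inhibition = undesired.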
# EPAC1 antag: blocks human EPAC1 exchange factor; Potency, µM (titrated, usually from 115 µM), for inactives: at the highest dose activity change, negative = inhibition, hits mostly inhibitors; AID 720709; EPAC1 GEF assay, Rap1b-BODIPY-GDP exchange fluorescence; O95398; 0.14% of 360,000 active;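 note: potency is the fitted concentration of half-maximal effect; plate controls were vehicle for no effect and positive control for full effect; nearly all actives have a fitted effect of over 50% in size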
# Active calls of the source: *; i = inactive; ? = inconclusive; . = not tested or not shown; [ ] = remark or other dose. Unless noted, calls come from the whole dose curve; as a rule, active = well fitted curve in the direction sought with a large enough effect; inconclusive = small, poorly fitted or top-dose-only effect, or another doubt; inactive = no such curve, though single readings can be large; an effect the other way counts as inactive or inconclusive.
(1) COc1ccc(NS(=O)(=O)c2ccc(OCC(=O)N3CCOCC3)cc2)cc1Cl
(2) COc1ccc(NC(=O)CN2CCN(C(C)=O)CC2)cc1S(=O)(=O)N1CCOCC1
(3) Cc1ccc(NC2=CC(=O)CC(C)(C)C2)cc1C
(4) Cc1nc2ccc(NC(=O)[C@H](C)N3C(=O)C4CC=CCC4C3=O)cc2s1 (stereo not given in full)
(5) N#Cc1ccc(COn2nnc3ccccc32)cc1
(6) CCOC(=O)Nc1sc(C)nc1-c1ccccc1
(7) O=C(Nc1ccccc1)OCCN1CCN(Cc2ccccc2)CCC1=O
(8) COc1cc(OC)cc(C(=O)Nc2c(C(=O)Nc3ccc(F)cc3)oc3ccccc23)c1

assay / compound	1	2	3	4	5	6	7	8
PTHR1 ag	-23%	?	-1%[57.5 µM]	i	-23%	i	i	i
PLK1 PBD inh	-2%	6%	-1%	-11%	-5%	-2%	8%	.
GLP1R inv ag	11%	31%	5%	-6%	8%[7.66 µM]	0%	22%	?
PI5P4Ka inh	9	9	.	2	5	.	-1	.
GLP-1R agonist	-12%	-6%	-2%	2%	6%	22%	-2%	6%
IL2 activator	-3.5	0.7	-2.4	-0.8	2.9	-0.1	-0.1	.
EPAC1 agonist	0%	-6%	1%	3%	7%	5%	3%	.
HEK293 tox	-5%	9%	9%	-7%	-3%[7.66 µM]	1%	19%	-22%
EPAC1 antag	-7%	9%	13%	-3%	-8%	-1%	14%	.

(9) Cc1ccc(NC(=O)CSc2ncc3ccccn23)cc1C
(10) CC(=O)Nc1ccc(Nc2nc(C)c([N+](=O)[O-])c(N(C)c3ccccc3)n2)cc1
(11) CSCCC(NS(=O)(=O)c1ccc2ccccc2c1)C(=O)O (stereo not given)
(12) Cc1ccc(NC2c3ccccc3C(=O)N2CCN2CCOCC2)cc1 (stereo not given)
(13) COc1ccccc1-c1cc(C(=O)N/N=C\c2cn(C)nc2C)c2ccccc2n1
(14) NS(=O)(=O)c1ccc(NC(=O)CCCCC(=O)Nc2ccc(S(N)(=O)=O)cc2)cc1
(15) Cc1ccnc(N2CCC(C(=O)NNC(=O)c3ccccc3C)CC2)n1
(16) CCOC(=O)Nc1cc(C(=O)OC)cc(C(=O)OC)c1

assay / compound	9	10	11	12	13	14	15	16
PTHR1 ag	-11%	-37%[inhibitor]	i	i	i	i	i	-3%[57.5 µM]
PLK1 PBD inh	-3%	-9%	-15%	-9%	-4%	-10%	-5%	-13%
GLP1R inv ag	6%	8%	5%	2%	22%	1%	5%	3%
PI5P4Ka inh	-4	-10	0	-3	-8	-4	.	-4
GLP-1R agonist	8%	14%	0%	-3%	16%	11%	-6%	0%
IL2 activator	-0.8	-0.1	0.2	-3.2	0.7	1.3	1.7	1.0
EPAC1 agonist	0%	7%	4%	7%	-4%	8%	-1%	-7%
HEK293 tox	-16%	4%	5%	0%	-11%	-5%	-6%	-7%
EPAC1 antag	-17%	-24%	2%	-8%	?	-4%	0%	2%

# 2 entries from above, set out differently.
No. | mol | PTHR1 ag | PLK1 PBD inh | GLP1R inv ag | PI5P4Ka inh | GLP-1R agonist | IL2 activator | EPAC1 agonist | HEK293 tox | EPAC1 antag
12 | Cc1ccc(NC2c3ccccc3C(=O)N2CCN2CCOCC2)cc1 (stereo not given) | i | -9% | 2% | -3 | -3% | -3.2 | 7% | 0% | -8%
13 | COc1ccccc1-c1cc(C(=O)N/N=C\c2cn(C)nc2C)c2ccccc2n1 | i | -4% | 22% | -8 | 16% | 0.7 | -4% | -11% | ?

# More structures follow.
(17) Cc1sc2nc3c(C(=O)N4CCCC4)cc(C(=O)c4ccccc4O)cn3c(=O)c2c1C
(18) Cc1ccc(CC(=O)c2ccc(Cl)cc2)cc1
(19) CCC(C)(C)n1nnnc1C(c1ccccn1)N1CCOCC1 (stereo not given)
(20) Cc1noc(/C=C/N(C)C)c1S(=O)(=O)N1CCCC(C(=O)NCc2ccco2)C1 (stereo not given)
(21) O=C(Cn1cc(S(=O)(=O)c2ccc(Cl)cc2)c(=O)c2ccccc21)Nc1ccc2c(c1)OCO2
(22) COc1cccc(N=Nc2c(C)[nH]n(-c3ccccc3)c2=O)c1
(23) COc1cc(/C=N/NC(=O)c2cccc([N+](=O)[O-])c2)ccc1OCc1ccc(C)cc1
(24) CCN(CC)C(=O)c1[nH]cnc1C(=O)N[C@@H](C)C(=O)OCc1ccccc1

assay / compound	17	18	19	20	21	22	23	24
PTHR1 ag	-7%	-16%	-1%[57.5 µM]	i	-23%	-34%[inhibitor]	-1%[57.5 µM]	0%
PLK1 PBD inh	24µM*	-5%	-8%	-11%	.	-2%	-4%	-9%
GLP1R inv ag	-9%	7%	9%	10%	-22%	13%	5%	14%
PI5P4Ka inh	-2	4	.	8	.	2	-1	9
GLP-1R agonist	6%	16%	-2%	0%	-1%	-6%	1%	2%
IL2 activator	-3.9	-0.3	-1.2	-1.4	.	-0.1	-1.2	0.1
EPAC1 agonist	4%	-2%	11%	9%	.	-7%	-1%	0%
HEK293 tox	2%	6%	4%	9%	-5%	4%	-8%	18%
EPAC1 antag	-11%	1%	4%	10%	.	-18%	2%	-5%

(25) O=C1/C(=C/c2coc3ccc(O)cc3c2=O)SC(=S)N1c1ccccc1
(26) Cc1ccc(-n2nc3c(c2NC(=O)c2ccc(Br)o2)CSC3)c(C)c1
(27) Cc1ccc(S(=O)(=O)Oc2ccc(/C=C3\N=C(c4cccc(C)c4)OC3=O)cc2)cc1
(28) COc1cccc(C=NCCNC(=O)c2nonc2N)c1O
(29) COc1ccc(N2CCN(C(=O)c3ccc4ccccc4n3)CC2)cc1
(30) CCOC(=O)C1=C(COC(=O)c2ccc(Cl)cc2[N+](=O)[O-])NC(=O)NC1C (stereo not given)
(31) O=C(NCc1cccnc1)c1cccc(S(=O)(=O)N2CCCCC2)c1
(32) CCc1ccc2c(c1)c(=O)c(C(=O)c1ccc(C)cc1)cn2CC(=O)Nc1ccc2c(c1)OCCO2

assay / compound	25	26	27	28	29	30	31	32
PTHR1 ag	-9%	i	i	i	i	-23%	i	-1%
PLK1 PBD inh	-5%	-5%	-1%	-7%	0%	-1%	-1%	.
GLP1R inv ag	12%	7%	18%	-14%	15%	27%	9%	2%
PI5P4Ka inh	-29	.	2	-1	1	1	.	.
GLP-1R agonist	-1%	-14%	-1%	-10%	6%	13%	-9%	0%
IL2 activator	-0.3	-2.7	-0.2	-2.0	-0.6	0.9	-3.4	.
EPAC1 agonist	1%	5%	3%	0%	-8%	0%	-2%	.
HEK293 tox	3%	3%	0%	-3%	-11%	6%	1%	-9%
EPAC1 antag	-18%	2%	3%	2%	4%	-7%	8%	.

(33) COc1cc(CC(=O)N2c3ccccc3N=C(c3ccccc3)C2C(=O)NCc2ccccc2)cc(OC)c1 (stereo not given)
(34) CCN1C(=O)C(CC(=O)Nc2c(C)cccc2C)SC1=Nc1ccc(S(N)(=O)=O)cc1 (stereo not given)
(35) CCCCN(CC)CCCNC(=O)c1cn(CC)c2ccc(S(=O)(=O)N3CCOCC3)cc2c1=O
(36) CCN(CC)CCNC(=O)c1sc2ncn(CC(=O)Nc3ccc(C)c(Cl)c3)c(=O)c2c1C
(37) Cc1ccc2c(c1)C(=O)C(=O)N2c1ccc(Cl)cc1
(38) CNc1nccc(-c2ccc(Cl)cc2)c1C#N
(39) O=C1NCCN1CCNc1nc(NCC2CC2)nc2cc(-c3ccccc3)sc12
(40) CCN(CC)c1ccc(N)cc1S(=O)(=O)Nc1ccccc1OC

assay / compound	33	34	35	36	37	38	39	40
PTHR1 ag	19%	i	i	-4%	1%	3%	0%	-49%[inhibitor]
PLK1 PBD inh	0%	-7%	.	-7%	-1%	-19%	-6%	3.4µM*
GLP1R inv ag	-17%	9%	-25%	11µM*	26%	142%[activator]	-24%	-25%
PI5P4Ka inh	3	4	.	3	-3	3	?	?
GLP-1R agonist	.	20%	-1%	16%	-1%	?	10%	9%
IL2 activator	-0.6	-0.5	.	-3.1	1.9	-1.6	-0.6	-2.3
EPAC1 agonist	2%	12%	.	1%	-20%	-1%	3%	1%
HEK293 tox	1%	1%	-16%	?	?	6%	0%	7%
EPAC1 antag	0%	12%	.	10%	-23%	-5%	-11%	-7%

(41) O=C1COc2cc(S(=O)(=O)CCC(=O)NC3CCCCC3)c(Cl)cc2N1
(42) CC(=O)Nc1c(C)nn(-c2ccc([N+](=O)[O-])cc2)c1C
(43) COc1cc2c(cc1OC)CN(CC(=O)Nc1ccccc1SC)CC2
(44) Cc1cc(C)c(S(=O)(=O)c2cccc(Cl)c2)c(=O)[nH]1
(45) CCOC(=O)C1=C(C)N=c2s/c(=C/c3ccc(OCC(=O)O)cc3)c(=O)n2C1c1ccc(F)cc1 (stereo not given)
(46) CSc1ccc(-c2nc(O)c3cnccn23)cc1
(47) COc1cc(C(=O)NCc2cn3ccsc3n2)cc(OC)c1OC
(48) CCCN(CCC)CCN1C(=O)C2C(C(=O)Nc3ccc(C)cc3)C3C=CC2(O3)C1C(=O)NC1CCCCC1 (stereo not given)
(49) CC(OC(=O)/C=C/c1ccccc1)C(=O)NC1CCCCC1C (stereo not given)
(50) Cc1c(C(=O)OCC(=O)Nc2cccc(S(N)(=O)=O)c2)oc2c1ccc1ccccc12

assay / compound	41	42	43	44	45	46	47	48	49	50
PTHR1 ag	-39%[inhibitor]	-24%	-24%	i	-25%	i	i	3%	-21%	-42%[inhibitor]
PLK1 PBD inh	.	5%	-23%	-5%	?	-16%	-8%	-7%	3%	4%
GLP1R inv ag	-2%	2%	8%	43%[activator]	?	14%	0%	-22%	3%	-21%
PI5P4Ka inh	.	-2	4	1	-11	5	.	-8	6	-24
GLP-1R agonist	19%	-2%	1%	9%	-1%	-3%	0%	4%	5%	-7%
IL2 activator	.	-0.6	-2.1	0.6	-0.9	-0.1	-2.9	1.1	1.1	0.3
EPAC1 agonist	.	10%	13%	4%	-17%	0%	5%	2%	-11%	18%
HEK293 tox	0%	2%	2%	-3%	-26%	-1%	-25%	-2%	-4%	-12%
EPAC1 antag	.	-7%	-3%	14%	?	-10%	2%	7%	8%	-25%

# Not all compounds are listed (hit frequency here may not be typical).
